High-throughput results deposited in PubChem by National Center for Advancing Translational Sciences (NCATS).
EPAC2 ag: qHTS for Agonist of cAMP-regulated guanine nucleotide exchange factor 4 (EPAC2): primary screen; Rap guanine nucleotide exchange factor 4 (Homo sapiens), Q8WZA2; EPAC2 activation, biochemical qHTS; response scale: 100% = 6.5 mM cAMP response; AID 720711, 2013; actives 0.079% (n = 360,000); Potency, µM (doses to about 154 µM), for inactives: at the top dose activation, most hits filed as activators; further: potency means the concentration at half of the fitted maximal effect; nearly all actives have a fitted effect of over 50% in size
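Guanine nucleotide exchange by EPAC2 is measured as reduced fluorescence of BODIPY-GDP once it is released from 250 nM Rap1B. Plates are read kinetically for 30 min at room temperature; results are scaled to 6.5 mM cAMP.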
EPAC2 antag: qHTS for Antagonist of cAMP-regulated guanine nucleotide exchange factor 2 (EPAC2): primary screen. Rap guanine nucleotide exchange factor 4 (Homo sapiens), Q8WZA2. EPAC2 GEF exchange of Rap1B-BODIPY-GDP, fluorescence. Potency, µM (top dose mostly 114 µM), without a hit: top-dose activity, negative = inhibition, most hits filed as inhibitors. actives 0.18% (n = 360,000). AID 720708, 2013; further: potency means the concentration at half of the fitted maximal effect; on the % scale 0 is the no-effect control and ±100 the full control effect; nearly all actives have a fitted effect of over 45% in size; many of its hits are not listed in these tables
FUS yeast rescue: qHTS for Suppressors of FUS Proteinopathy: Primary screen using FUS-linked yeast assay; S. cerevisiae FUS-expressing, growth rescue, OD600, 24 h; Potency, µM (series often up to 76.6 µM), for inactives: top-dose growth rescue (activation), most hits filed as activators; actives 0.24% (n = 390,000);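 further: potency means the concentration at half of the fitted maximal effect; plate controls were DMSO vehicle for no effect and reference control for full effect; nearly all actives have a fitted effect of over 55% in size; some results filed as inactive show a strong effect at the top dose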
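Quantitative HTS measuring growth restoration of FUS-toxic yeast. Galactose-induced cells (OD 0.005) were exposed 24hr at 30C to compounds at several concentrations, then absorbance at 600 nm was recorded.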
aSyn rescue: qHTS of alpha-syn Inhibitors. actives 0.14% (n = 370,000). Yeast expressing alpha-synuclein, growth rescue, BacTiter-Glo, 24 h. Potency, µM (highest dose often 46.1 µM), for inactives: at the top dose growth rescue (activation), usual class: activators; further: potency means the concentration at half of the fitted maximal effect; % of control where 0% means no effect; nearly all actives have a fitted effect of over 65% in size
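Galactose-induced alpha-syn yeast (OD600=0.02, raffinose-pregrown) + pinned cpd, 24 hr, 30 deg C; growth by BacTiter-Glo luminescence. Growth restoration scores as activation.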
Abeta rescue: qHTS for compounds that reverse cellular toxicity of Amyloid beta (A-beta) peptide in yeast: Primary Screen. yeast expressing A-beta42, growth rescue, OD600, 48 h; response scale: 0% DMSO, 100% iron-clioquinol control. Potency, µM (doses to about 46.1 µM), for the others: top-dose growth rescue, actives largely listed as activators. actives 0.063% (n = 410,000); further: potency means the concentration at half of the fitted maximal effect; nearly all actives have a fitted effect of over 55% in size
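Yeast A-beta toxicity model in growth medium with pinned compounds, 48 h at 30 C; growth read as absorbance at 600 nm. Normalized to FeCl3/clioquinol equimolar mix (positive) and DMSO (negative).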
DRD3 antagonist: qHTS of D3 Dopamine Receptor Antagonist: qHTS. D(3) dopamine receptor (Homo sapiens), P35462. D3R cells, DiscoveRx beta-arrestin luminescence, antagonist mode; stronger effect = lower value. max response, negative = inhibition, %. actives 2.5% (n = 360,000); in the data active means max response below about -50%; inconclusive means no clear call, values can overlap the other calls; further: on the % scale 0 is the no-effect control and ±100 the full control effect; mostly tested at two doses, the higher about 12 µM
Target sequence (P35462 whole entry, looked up): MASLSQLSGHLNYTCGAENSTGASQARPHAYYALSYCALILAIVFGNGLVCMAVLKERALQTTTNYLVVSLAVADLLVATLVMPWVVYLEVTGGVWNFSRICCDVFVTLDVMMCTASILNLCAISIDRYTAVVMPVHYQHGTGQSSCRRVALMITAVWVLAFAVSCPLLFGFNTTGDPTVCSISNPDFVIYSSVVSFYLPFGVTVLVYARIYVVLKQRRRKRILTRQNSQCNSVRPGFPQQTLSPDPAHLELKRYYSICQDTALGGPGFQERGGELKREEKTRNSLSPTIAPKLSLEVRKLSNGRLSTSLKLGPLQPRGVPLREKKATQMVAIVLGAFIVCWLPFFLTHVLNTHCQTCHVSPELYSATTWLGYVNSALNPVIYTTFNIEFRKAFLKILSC
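Cells plated overnight at 1500 cells/well, then exposed to library compounds with dopamine controls for 90 minutes at 37 degrees C. DiscoveRx reagent added for 30–60 minutes at room temperature; luminescence read, quantitative HTS format.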
TDP43 rescue: qHTS of TDP-43 Inhibitors | TDP-43 expressing yeast growth rescue, BacTiter-Glo, 24 h | Potency, µM (titrated, usually from 46.1 µM), inactives show top-dose growth rescue (activation), usual class: activators | actives 1.8% (n = 410,000) | AID 652104, 2013; further: potency means the concentration at half of the fitted maximal effect; % of control where 0% means no effect; nearly all actives have a fitted effect of over 50% in size
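Readout is BacTiter-Glo luminescence of cell growth, so inhibitors register as activators. TDP-43-expressing yeast at OD600=0.02 in galactose medium, after raffinose pregrowth to mid-log, were incubated with compound for 24 hr at 30 deg C.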
D3 ag: qHTS of D3 Dopamine Receptor Agonist: qHTS | D(3) dopamine receptor (Homo sapiens), P35462 | D3R DiscoveRx beta-arrestin cells, luminescence, 90 min | max activation, % | actives 0.58% (n = 410,000) | AID 652048, 2013; in the data active means max activation above about 30%; further: 0% is about no effect; mostly tested at two doses, the higher about 12 µM
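Agonist mode: compounds and dopamine controls were applied to plated cells for 90 min at 37 degrees C after an overnight attachment at 1500 cells/well. Luminescent read-out followed 30 - 60 minutes at room temperature with DiscoveRx detection reagent.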
* = called active by the depositor; ? = inconclusive; · = not tested or not shown; & = joins results of further samples; [ ] = another dose, or the depositor's remark. Unless noted, the call rests on the fitted dose curve; in most records, active means well fitted curve in the direction sought with a large enough effect; inconclusive means small, poorly fitted or top-dose-only effect, or another doubt; inactive means no such curve, though single readings can be large; an effect the other way counts as inactive or inconclusive. Only part of the results is shown; rates above refer to the full screens.

The line under a structure holds: EPAC2 ag	EPAC2 antag	FUS yeast rescue	aSyn rescue	Abeta rescue	DRD3 antagonist	TDP43 rescue	D3 ag
O=C(N/N=C/c1cccc(OC(=O)N2CCOCC2)c1)c1cccs1
    -2%	0%	4%	6%	0%	3	22%	2
O=C(Nc1cc(S(=O)(=O)N2CCCC2)ccc1Cl)C1=COCCO1
    -1%	-2%	-2%	1%	11%	20	25%	7
O=C(Cc1cccs1)Nc1nc2ccccc2s1
    ?	5%[57.1 µM]	3%	3%	?	-8	?	-9
CCN(CC)S(=O)(=O)c1ccc(N2CCOCC2)c(NC(=O)COc2ccc(C#N)cc2)c1
    12%	-10%	14%	-4%	-4%	-11	-3%	-1
NC(=O)c1ccc(NC(=O)COC(=O)C(Cc2ccccc2)NC(=O)c2ccccc2)cc1 (stereo not given)
    13%	-13%	19%	1%	-5%	-1	-21%	-6
CCCn1c(=O)[nH]c(=O)c2c(C(F)(F)F)cc(-c3ccc(C)cc3)nc21
    -11%	-8%	-22%	-2%	4%	-7	-4%	3
COc1ccc(CNc2ncnc3c2c(-c2ccccc2)cn3-c2cccc(C)c2)cc1
    ·	·	42%	·	11%	·	?	7
CC(O)CNCc1cccc2ccccc12 (stereo not given)
    -3%	6%	-2%	0%	20%	?	8%	-10
C[C@H](CO)N1C[C@H](C)[C@@H](CN(C)S(=O)(=O)c2cn(C)cn2)Oc2c(NS(=O)(=O)c3cn(C)cn3)cccc2C1=O
    6%	0%	-15%	-1%	4%	17	8%	6
COCC(=O)Nc1ccc(OC)c(Cl)c1
    1%	7%	6%	-1%	9%	-14	-2%	1

Seven entries drawn at random from the list so far:
The line under a structure holds: EPAC2 ag	EPAC2 antag	FUS yeast rescue	aSyn rescue	Abeta rescue	DRD3 antagonist	TDP43 rescue	D3 ag
O=C(Nc1cc(S(=O)(=O)N2CCCC2)ccc1Cl)C1=COCCO1
    -1%	-2%	-2%	1%	11%	20	25%	7
CC(O)CNCc1cccc2ccccc12 (stereo not given)
    -3%	6%	-2%	0%	20%	?	8%	-10
O=C(Cc1cccs1)Nc1nc2ccccc2s1
    ?	5%[57.1 µM]	3%	3%	?	-8	?	-9
COCC(=O)Nc1ccc(OC)c(Cl)c1
    1%	7%	6%	-1%	9%	-14	-2%	1
COc1ccc(CNc2ncnc3c2c(-c2ccccc2)cn3-c2cccc(C)c2)cc1
    ·	·	42%	·	11%	·	?	7
O=C(N/N=C/c1cccc(OC(=O)N2CCOCC2)c1)c1cccs1
    -2%	0%	4%	6%	0%	3	22%	2
NC(=O)c1ccc(NC(=O)COC(=O)C(Cc2ccccc2)NC(=O)c2ccccc2)cc1 (stereo not given)
    13%	-13%	19%	1%	-5%	-1	-21%	-6

Next records
The line under a structure holds: EPAC2 ag	EPAC2 antag	FUS yeast rescue	aSyn rescue	Abeta rescue	DRD3 antagonist	TDP43 rescue	D3 ag
Cc1cccc(C)c1NC(=S)Nc1ccccc1C(=O)NCc1ccco1
    4%	-5%	·	-2%	-2%	15	18%	1
Cn1c2ccccc2c2c(C(=O)NCC3CCCO3)cn(C3CCCC3)c(=O)c21 (stereo not given)
    -2%	-2%	26%	1%	-31%[inhibitor]	14	-13%	-13
O=S(=O)(NCc1cccnc1)c1cccc2cccnc12
    2%	-2%	14%	-8%	-12%	11	-26%	1
CCOc1ccc(NC(=O)CSc2nc3ccccc3c(=O)n2CCCC(=O)NCCCN2CCCC2=O)cc1
    -4%	-6%	47%	5%	3%	-13	-9%	0
CC(=O)Nc1nnc(SCC(=O)N2CCCc3ccccc32)s1
    4%	-5%	-25%	0%	8%	0	18%	9
CC(Oc1ccc2c3c(c(=O)oc2c1)CCCC3)C(=O)NCc1ccccn1 (stereo not given)
    5%	-3%	6%	1%	-2%	-17	2%	-1
CSc1nc(Nc2ccc(C)cc2)c(C#N)c(-c2ccccc2)n1
    ·	·	7%	·	-6%	·	4%	-8
CC(=O)N1CCN=C1SCc1ccc(Br)cc1
    9%	1%	-24%	6%	-11%	-20	5%	-2
Fc1ccc(-c2cc3ncc4c(n3n2)-c2cc(Cl)ccc2OC4)cc1
    ·	·	11%	·	-10%	·	0%	-1
Cc1cc(C)nc(Nc2ccc(C)c([N+](=O)[O-])c2)n1
    3%	-15%	-5%	1%	0%	14	20µM*	-6

The line under a structure holds: EPAC2 ag	EPAC2 antag	FUS yeast rescue	aSyn rescue	Abeta rescue	DRD3 antagonist	TDP43 rescue	D3 ag
O=C(CSc1nnc2ccccn12)NNC(=O)c1ccc(Br)cc1
    0%	-16%	10%	-4%	7%	-5	-20%[0.397 µM]	-3
CCOC(=O)c1ccc(NC(=O)CSCCC(=O)O)cc1
    1%	4%	-16%	-2%	2%	14	12%	-6
CCOC(=O)CSc1nc2ccccc2c(=O)n1CC1COc2ccccc2O1 (stereo not given)
    2%	-6%	14%	·	5%	-21	11%	-1
Cc1ccccc1NC1=CC(=O)CC(C)(C)C1
    4%	-4%	-11%	-2%	7%	-11	-15%	-6
O=c1c2cc(NC(=S)NCCCN3CCC(Cc4ccccc4)CC3)ccc2nc2n1CCCCC2
    -2%	13%	0%	9%	-9%	-94*	-8%	-17
CCOc1ccccc1NC(=O)CCc1c(C)nn(-c2ccc(N3CCCCC3)nn2)c1C
    6%	-9%	25%&15%	-2%	8%&4%	53	?	2&14
COc1ccc(SCCN2CC[C@@H](O)CCC2=O)cc1
    4%	-9%	-16%	-7%	-7%	-9	-7%	-17
CCCCOc1cccc(C2/C(=C(/O)c3ccc4c(c3)CC(C)O4)C(=O)C(=O)N2CCN2CCOCC2)c1 (stereo not given)
    -12%	-1%	20%	0%	-3%	-11	11%	-3
CCOc1ccc(-n2c(/C=C/c3cccc(F)c3)nc3cc(OC)c(OC)cc3c2=O)cc1
    ·	·	1%	·	-14%	·	?	14
CC(=O)n1nc(-c2ccncc2)nc1SCC(=O)Nc1cccc(Cl)c1
    -3%	-3%	12%	-1%	-9%	9	-4%	-1

SMILES	EPAC2 ag	EPAC2 antag	FUS yeast rescue	aSyn rescue	Abeta rescue	DRD3 antagonist	TDP43 rescue	D3 ag
CCC(NC(=O)c1ccccc1NC(=O)c1ccco1)C(=O)NNC(=O)c1ccncc1 (stereo not given)	5%	0%	18%	1%	8%	-3	17%	2
CN(C)c1nc(NCc2ccccc2)nc(SCC(=O)Nc2ccc(Cl)c(Cl)c2)n1	2%	-2%	44%	14%	35%	41	1%	46*
CC(C)CC(=O)[C@@H](O)Cc1ccc(O)cc1	7%	3%	-21%	-5%	-5%	30	22%	0
O=C(NCc1ccccn1)c1cccn1-c1ncc(C(F)(F)F)cc1Cl	4%	1%	25%	-2%	-7%	-18	-31%	-2
CC(C)c1ccc(N2CC(C(=O)Nc3nccs3)CC2=O)cc1 (stereo not given)	6%	-7%	16%	1%	-3%	-25	-11%	-26
O=C(NCc1ccc(-c2csnn2)cc1)c1cc(Cl)cc(Cl)c1	-1%	0%	3%	-10%	-48%[inhibitor]	0	2%	-6
COc1cccc(NC(=O)CN(C)C(=O)c2c(C)nn(-c3ccccc3)c2Cl)c1	4%	2%	7%	1%	9%	-10	21%	5
COc1ccc(C(C(=O)NC2CCCC2)N(Cc2cccnc2)C(=O)c2snc(C(N)=O)c2N)cc1OC (stereo not given)	0%	-6%	1%	4%	10%	3	-19%	-1
COc1ccc(-c2cc(C(F)(F)F)n3nc(C(=O)Nc4c(C)n(C)n(-c5ccccc5)c4=O)cc3n2)cc1	14%	-6%	9%	2%	-10%	2	-17%	4
CC(C)(C)NC(=O)C1C(c2ccccc2)=Nc2ccccc2N1C(=O)c1ccc(C(F)(F)F)cc1 (stereo not given)	-3%	-5%	8%	2%	5%	2	4%	3
CCOc1ccc(NC(=O)Cn2nnc(-c3ccccc3NC(=O)c3cccs3)n2)cc1	-3%	-2%	16%	3%	13%	19	7%	-2
Cc1cc(=O)oc2cc(OCC(=O)NCCc3ccccc3)ccc12	6%	-17%	4%	-1%	1%	-27	-10%	-9
Cc1ccnc(NC(=O)CCCOc2ccccc2)c1	3%	9%	3%	8%	-7%	0	-20%	20
Nc1nc(SCC(=O)NC2CCCC2)[nH]c(=O)c1NC(=O)c1cccs1	9%	7%	11%	-7%	-2%	-19	-10%	-2
CC1(C(=O)CSc2nc3ccccc3[nH]2)CCC(=O)O1 (stereo not given)	0%	-3%	-30%	0%	12%	-18	0%	4
Cc1ccc(NC(=O)C(C)N=C2NS(=O)(=O)c3ccccc32)cc1 (stereo not given)	2%	-5%	-6%	-5%	0%	-15	-4%	-5
CC(C)c1nnc(NC(=O)C2CCN(S(=O)(=O)c3ccc(-n4cnnn4)cc3)CC2)s1	-1%	5%	-24%	-9%	7%	4	5%	2
CCc1nc(SCC(=O)Nc2ccccc2Cl)n[nH]1	-1%	1%	-14%	?	-11%	4	10%	-16
Cc1cc(C)cc(OCC(=O)NCC(c2ccc(Cl)cc2)N2CCCCC2)c1 (stereo not given)	·	·	8%	·	18%	·	20%	-8
CC(=O)NCCNc1nc2cc(-c3ccc(C)cc3)sc2c(=O)n1C	-3%	10%	-8%	-7%	-22%	-14	-1%	-13
